TDP1 cell noCPT: qHTS for Inhibitors of human tyrosyl-DNA phosphodiesterase 1 (TDP1): qHTS in cells in absence of CPT. Potency, µM (top dose mostly 46.2 µM), without a hit: at the highest dose activity change, negative = growth inhibition, usual class: inhibitors. DT40 Tdp1-/- hTDP1 cells, no CPT, ATP luminescence, 48 h. hit rate 15% among 420,000. AID 686978, 2013; further: nearly all actives have a fitted effect of over 55% in size
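Growth of hTDP1-complemented DT40 Tdp1-knockout cells is measured by ATP luminescence after at least 48 hr compound exposure at 37 °C, with DMSO substituting for the 20 nM CPT used in the parallel screen.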
GCN5L2 inh: qHTS Assay for Inhibitors of GCN5L2 | Histone acetyltransferase KAT2A (Homo sapiens), Q92830 | GCN5L2 HAT assay, ThioGlo1 CoA-SH fluorescence | Potency, µM (highest dose often 58.9 µM), without a hit: top-dose activity change, negative = inhibition, hits mostly inhibitors | hit rate 0.21% among 390,000 | AID 504327, 2011
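ThioGlo1-coupled HAT assay: 20nM GCN5L2, 70uM acetyl-CoA, 75uM H3(1-25) peptide, pH 7.5. Fluorescence read at 340/540nm at start and after 20 min at room temperature.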
TDP1 block: qHTS Assay for Inhibitors of Tyrosyl-DNA Phosphodiesterase (TDP1) | recombinant TDP1, AlphaScreen DNA substrate cleavage | Potency, µM (series often up to 130 µM), for inactives: at the top dose activity change, negative = inhibition, hits mostly inhibitors | hit rate 0.28% among 350,000 | AID 485290, 2010; further: nearly all actives have a fitted effect of over 40% in size
Target sequence (Q9NUW8 whole entry, looked up): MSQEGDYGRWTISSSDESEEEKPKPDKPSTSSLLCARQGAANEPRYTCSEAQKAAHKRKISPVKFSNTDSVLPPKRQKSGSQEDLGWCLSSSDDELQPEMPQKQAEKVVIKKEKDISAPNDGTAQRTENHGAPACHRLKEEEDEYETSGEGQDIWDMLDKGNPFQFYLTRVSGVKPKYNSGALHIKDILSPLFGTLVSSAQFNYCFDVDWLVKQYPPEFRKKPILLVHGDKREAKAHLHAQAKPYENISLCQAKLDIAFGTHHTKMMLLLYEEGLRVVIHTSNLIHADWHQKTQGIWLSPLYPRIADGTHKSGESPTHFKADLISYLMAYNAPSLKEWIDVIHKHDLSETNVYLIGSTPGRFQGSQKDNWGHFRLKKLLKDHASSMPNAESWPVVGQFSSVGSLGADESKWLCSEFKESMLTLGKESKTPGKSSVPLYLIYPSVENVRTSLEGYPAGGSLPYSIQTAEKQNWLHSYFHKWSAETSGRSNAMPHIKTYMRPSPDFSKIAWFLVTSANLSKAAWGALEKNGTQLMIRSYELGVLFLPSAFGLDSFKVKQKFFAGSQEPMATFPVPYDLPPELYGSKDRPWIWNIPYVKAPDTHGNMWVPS
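E. coli-derived human Tdp1, 1 nM final. Cpd preinc 15 min RT; substrate 15 nM final, 5 min RT; AS bead mix 10 ug/ml final, 10 min RT. Signal loss = tyrosine-FITC cleavage. No-enzyme wells = max signal.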
* = called active by the depositor; ? = inconclusive; . = no result given; & = joins results of further samples; [ ] = another dose, or the depositor's remark. The call rests on the fitted dose curve; in most records, active means well fitted curve in the direction sought with a large enough effect; inconclusive means small, poorly fitted or top-dose-only effect, or another doubt; inactive means no such curve, though single readings can be large; an effect the other way counts as inactive or inconclusive. On the % scale 0 is the no-effect control and ±100 the full control effect; potency means the concentration at half of the fitted maximal effect. A portion of the library, so the mix of outcomes need not match the whole.

Order of results: TDP1 cell noCPT | GCN5L2 inh | TDP1 block
CCOc1ccc(C2c3cc(OC)c(OC)cc3CC(=O)N2c2ccccc2)cc1 (centres undefined)
→ -30% | -12% | 4%
O=C(OCc1cccc(C(F)(F)F)c1)c1cc([N+](=O)[O-])ccc1N1CCOCC1
→ ? | -9% | -5%
Cc1cccc(N2CCN(C(=O)CCc3nc4ccccc4c(=O)[nH]3)CC2)c1C
→ ? | -8% | 1%
COCCN1C(=O)C(=O)/C(=C(/O)c2ccc(OC(C)C)cc2)C1c1cccnc1 (centres undefined)
→ -20% | -2% | 5%
COc1ccc(OC)c(/C=N\NC(=O)c2c(C)nc3cc(C)ccn23)c1
→ -3% | -6% | .
O=[N+]([O-])c1ccc(Cl)cc1CNc1ccc(F)c(F)c1
→ -21% | -5% | 3%
O=C(O)Cc1sc(-c2ccc(C(=O)O)cc2)nc1-c1ccccc1
→ 2% | -5% | .
C/C(=C\C(=O)c1cccnc1)Nc1ccc(O)cc1
→ ? | -4% | 8%
Cc1cccc(Cn2nc(C(C)(C)C)cc2C(=O)N2CCOCC2)c1
→ 2% | 2% | .
NCCC(=O)N1c2ccccc2Sc2ccccc21
→ ? | -5% | .
CN1CCN(C(=O)c2cc3c(s2)-c2ccccc2S(=O)(=O)C3)CC1
→ -18% | -3% | 9%
CS(=O)(=O)c1ccc2nc(NC(=O)CCC(=O)c3cccs3)sc2c1
→ ? | -15% | 5%
CCc1cc(C(=O)N2CCN(c3ccccn3)CC2)sc1C
→ -29% | 1% | 2%
CCc1noc(C)c1C(=O)OCC(=O)NC(=O)c1ccccc1OC
→ 11% | -3% | 0%
Fc1ccccc1N1CCN(CC2CCCCC2)CC1
→ -7% | -5% | .
CSc1cccc(CN2CCN(Cc3ccc(F)c(F)c3)C(CCO)C2)c1 (centres undefined)
→ ? | -10% | .
COCCN(C(=O)CCC(=O)Nc1cc(C)on1)C(C(=O)NC(C)(C)C)c1ccccc1Cl (centres undefined)
→ -16% | -4% | 0%
Nn1c(SCC(=O)Nc2ccc3c(c2)OCO3)nnc1C1CCCCC1
→ 0% | . | 2%
Brc1ccc(-c2ccc(/C=N/Nc3nncc(-c4ccccc4)n3)o2)cc1
→ 18µM* | -2% | 6%
Cc1nnc(SCCN2CCOCC2)c2nn(-c3ccccc3F)c(C)c12
→ -27% | -1% | 5%
CNC(=O)/C(C#N)=C/c1ccc(-c2nc3ccccc3s2)o1
→ ? | -2% | 4%
COc1ncc2nc(-c3ccc(F)cc3)c(=O)n(C[C@H]3CCCO3)c2n1
→ -11% | 0% | .
NS(=O)(=O)c1ccc(CNC(=S)NCc2ccc(F)cc2)cc1
→ 8% | -8% | 5%[56.1 µM]
COc1cccc(CNCCSc2nnnn2C)c1OCc1ccc(Cl)cc1Cl
→ 23µM* | -13% | 12%
COc1ccc(CP(=O)(c2ccccc2)c2ccccc2)cc1
→ -21% | -1% | .
COc1ccc(N2CC(NC(=O)C3CCCC3)CC2=O)cc1OC (centres undefined)
→ -3% | 1% | 3%
CC#CCOC(=O)c1c(C)nc2sc3c(c2c1N)CCC(O)C3 (centres undefined)
→ 9.2µM* | -4%&-1% | -8%[56.1 µM]
CC(C)C(c1nnnn1Cc1ccc2c(c1)OCO2)N1CCN(C)CC1 (centres undefined)
→ -9% | -1% | 0%
CCOC(=O)C(C)Sc1nnc(Cc2cc(=O)[nH]c(=O)[nH]2)n1-c1ccc(OCC)cc1 (centres undefined)
→ -10% | -5% | 2%
CCC(=O)N1CCc2cc(Br)cc(S(=O)(=O)NCc3ccccc3)c21
→ ? | 2% | 6%

2 records drawn at random from those above, as already listed:
Order of results: TDP1 cell noCPT | GCN5L2 inh | TDP1 block
COc1ccc(OC)c(/C=N\NC(=O)c2c(C)nc3cc(C)ccn23)c1
→ -3% | -6% | .
O=[N+]([O-])c1ccc(Cl)cc1CNc1ccc(F)c(F)c1
→ -21% | -5% | 3%

(more compounds)
Order of results: TDP1 cell noCPT | GCN5L2 inh | TDP1 block
N#CC1=C(N)Oc2n[nH]c(-c3cccs3)c2C1c1ccoc1 (centres undefined)
→ ? | -1% | 7%
CN(c1ccc(C(=O)Nc2ccccn2)cc1)S(=O)(=O)c1ccccc1
→ -30% | 8% | 3%
CC(C)n1c(O)c(N=NC(=O)C2COc3ccccc3O2)c2ccccc21 (centres undefined)
→ ? | -1% | 11%
NC(=O)NC(=O)C(Nc1ccc(N2CCCCC2)cc1)c1ccccc1 (centres undefined)
→ -26% | 1% | 8%
COc1cc(CNc2ccc3[nH]c(=O)[nH]c3c2)cc(Br)c1OCc1ccccc1F
→ 21µM* | 12%&-2% | -3%
Cc1nn(-c2ccccc2)c(C)c1C(=O)OCC(=O)NC(=O)NC1CCCCC1
→ 29µM* | -11% | 2%
COc1ccc(NC(=O)c2ccc3c(=O)n4nc(Nc5ccccc5C)sc4nc3c2)cc1Cl
→ 5.8µM* | 1% | -6%
Cc1ccc(S(=O)(=O)N2[C@@H](c3ccc(Br)cc3)C(C(=O)O)=CC[C@H]2c2cccs2)cc1
→ -5% | -9% | 3%
[O-]C1=N/[N+](=C/c2ccccc2)CC1
→ -2% | -6% | 3%
CCN1C(=O)c2cccc3c(S(=O)(=O)Nc4ccncc4)ccc1c23
→ -8% | 2% | 0%
Cc1ccc(NC(=O)Cn2cccc2)cc1Cl
→ -20% | 1% | 11%
CCOC(=O)c1ccc(NC(=O)Cn2c(C)nc3c(sc(=S)n3CC)c2=O)cc1
→ ? | -4% | 7%
N#Cc1ccccc1CSc1nc(N)cc(N)n1
→ -8% | -19% | 3%
O=C(CCCNS(=O)(=O)c1ccccc1)NCc1ccco1
→ -4% | -1% | -1%
Nc1nc(N2CCN(c3ccccn3)CC2)nc2ccccc12
→ ? | 13% | .
CC1CCCCC1NC(=O)C1CCN(S(=O)(=O)c2cccc3nonc23)CC1 (centres undefined)
→ ? | 1% | 3%
CC(=NCCCn1ccnc1)c1c(C)[nH]n(-c2ccc([N+](=O)[O-])cc2)c1=O
→ -27% | 0% | 6%
Cc1cc(C)c2c(CN3CCOCC3)cc(=O)oc2c1
→ 11% | 0% | 6%
CCOC(=O)c1ccccc1NC(=O)COC(=O)C1CC(=O)N(c2ccc3c(c2)OCCO3)C1 (centres undefined)
→ 10% | 2% | .
COc1ccc(S(=O)(=O)N2CCCCC2)cc1NC(=O)CN1C(=O)NC(C)(C2CC2)C1=O (centres undefined)
→ -25% | -7% | 0%
O=C(NCc1ccc(Cl)cc1)c1ccc2oc(=O)n(Cc3ccccc3)c2c1
→ ? | 2% | -1%
COc1ccccc1OCCn1ccnc1
→ ? | -2% | .
CCOC(=O)C1CCC(CN(Cc2ccc(Cl)cc2)S(=O)(=O)c2ccc(F)c(C(=O)Nc3cccc(F)c3)c2)CC1 (centres undefined)
→ ? | -7% | 8%
C=CCNc1nc(NCc2ccccc2)c(C#N)c2c1CN(C)CC2
→ ? | -8% | 6%
NC(=O)C1CCN(C(=O)CC2(CC(=O)O)CCCC2)CC1
→ -2% | -29% | 1%
Cn1c(=O)c2c(nc(SCCOc3ccc4ccc(=O)oc4c3)n2C)n(C)c1=O
→ . | -27% | 0%
CCOc1ccc(Cl)cc1S(=O)(=O)N1CCC(C(=O)NC2CC2)CC1
→ 4% | 5% | 8%
O=C(c1ccc(S(=O)(=O)Nc2ccccc2)cc1)N1CCCC1
→ ? | -2% | -4%
COc1ccccc1NC(=O)COC(=O)c1c[nH]c(=O)[nH]c1=O
→ -5% | -5% | .
Cc1cc(C(=O)N/N=C/c2ccc3ccccc3c2)n[nH]1
→ ? | -3% | 3%
Cc1cc2c(cc1NC(=O)c1ccc(C(C)(C)C)cc1)n(C)c(=O)c(=O)n2C
→ 26µM* | -1% | 6%
COC(=O)c1c(NC(=O)c2cccc(S(=O)(=O)N3CCN(C)CC3)c2)sc(C)c1C
→ 15µM* | 0% | .
COc1cccc(C(C(=O)NC(C)(C)C)N(CCc2ccccc2)C(=O)CCC(=O)Nc2cc(C)on2)c1OC (centres undefined)
→ ? | -6% | 12%
CC1CCN(C(=O)CSc2nc(N)c3c4c(sc3n2)CN(C)CC4)CC1
→ 21µM* | -2% | 2%
COC(=O)CC1C(=O)NCCN1C(=S)NC(=O)C(c1ccccc1)c1ccccc1 (centres undefined)
→ -24% | -4% | -3%
CC(C)(C)C1CCc2onc(C(=O)Nc3cnn(Cc4ccc(F)cc4)c3)c2C1 (centres undefined)
→ -26% | 0% | 1%
O=C(NCc1nnc2c(C(F)(F)F)cc(Cl)cn12)C1CCCC1
→ 21% | -7% | -7%
COc1cccc(C(=O)Nc2ccc(C(=O)NCC(C)C)cc2)c1
→ ? | -19% | 3%
CC(C)C(NC(=O)c1ccccc1NC(=O)c1ccccc1)C(=O)NNC(=O)c1ccncc1 (centres undefined)
→ 20% | 2% | -2%
C/C(=N\NC(=O)c1cccc(S(=O)(=O)N2CCOCC2)c1)c1ccc(OC(F)F)cc1
→ -20% | ? | -7%[0.505 µM]
Cn1c(C2=C(O)CN(Cc3ccccc3)C2=N)[n+](C)c2ccccc21
→ 0% | -7% | 0%
CCCCOc1ccc(/C(N)=N/O)cc1
→ -11% | 3% | 7%
CCOC(=O)c1cc(-c2ccc(F)cc2)n(CC(=O)NC2CCCCCC2)c1C
→ 15µM* | 1% | 2%
CCN1C(=O)/C(=C\c2ccc3c(c2)OCO3)C(C(=O)OC)=C1C
→ -24% | 15% | 2%
COc1ccc(NC(=O)Cc2c[nH]c3ccccc23)cc1S(=O)(=O)N1CCOCC1
→ -15% | -7% | 2%
Cc1cc(S(=O)(=O)N2CCCc3ccccc32)ccc1-n1cnnn1
→ ? | -8% | .
CC1(C)CC(=O)C(C=NCCN2CCN(C3CC(=O)N(c4ccc(Br)cc4)C3=O)CC2)=C(O)C1 (centres undefined)
→ -11% | -6% | 0%
Cc1c(Cc2ccccc2)c(=O)oc2cc(OCC(=O)NCc3ccccn3)ccc12
→ -17% | 0% | 1%
O=C(CN(c1cccc(Br)c1)S(=O)(=O)c1ccccc1)N1CCc2ccccc2C1
→ 15µM* | -11% | -7%[12.3 µM]
Cc1cc(-c2ccc(/C=N/n3cnnc3)o2)ccc1Cl
→ ? | -15% | 0%
CS(=O)(=O)c1ccc2nc(NC(=O)Nc3cccc(Cl)c3)sc2c1
→ 23µM* | -13% | 3%
C=CCn1c(=O)c(C(=O)NCc2ccccc2Cl)c(O)c2ccccc21
→ ? | ? | .
Nc1ccc2oc(-c3ccccn3)nc2c1
→ ? | -7% | -5%
C=CCn1c(CC(=O)OC)csc1=Nc1ccc(C(C)=O)cc1
→ -21% | 0% | 2%
CC(NC(=O)COC(=O)CNS(=O)(=O)/C=C/c1ccccc1)c1ccccc1 (centres undefined)
→ -5% | 2% | 1%
CC(C)Oc1ccc(C(=O)NC2CCS(=O)(=O)C2)cc1 (centres undefined)
→ 7% | -8% | -7%
CCOC(=O)c1ccc(S(=O)(=O)N2CCN(CCc3ccncc3)CC2)cc1
→ -30% | -4% | 1%

12 entries out of the list, arranged by SMILES length, highest first:
Order of results: TDP1 cell noCPT | GCN5L2 inh | TDP1 block
CC1(C)CC(=O)C(C=NCCN2CCN(C3CC(=O)N(c4ccc(Br)cc4)C3=O)CC2)=C(O)C1 (centres undefined)
→ -11% | -6% | 0%
C/C(=N\NC(=O)c1cccc(S(=O)(=O)N2CCOCC2)c1)c1ccc(OC(F)F)cc1
→ -20% | ? | -7%[0.505 µM]
COC(=O)c1c(NC(=O)c2cccc(S(=O)(=O)N3CCN(C)CC3)c2)sc(C)c1C
→ 15µM* | 0% | .
CC(C)(C)C1CCc2onc(C(=O)Nc3cnn(Cc4ccc(F)cc4)c3)c2C1 (centres undefined)
→ -26% | 0% | 1%
CC(NC(=O)COC(=O)CNS(=O)(=O)/C=C/c1ccccc1)c1ccccc1 (centres undefined)
→ -5% | 2% | 1%
CCOC(=O)c1cc(-c2ccc(F)cc2)n(CC(=O)NC2CCCCCC2)c1C
→ 15µM* | 1% | 2%
Cn1c(C2=C(O)CN(Cc3ccccc3)C2=N)[n+](C)c2ccccc21
→ 0% | -7% | 0%
CCN1C(=O)/C(=C\c2ccc3c(c2)OCO3)C(C(=O)OC)=C1C
→ -24% | 15% | 2%
CS(=O)(=O)c1ccc2nc(NC(=O)Nc3cccc(Cl)c3)sc2c1
→ 23µM* | -13% | 3%
COc1cccc(C(=O)Nc2ccc(C(=O)NCC(C)C)cc2)c1
→ ? | -19% | 3%
C=CCn1c(CC(=O)OC)csc1=Nc1ccc(C(C)=O)cc1
→ -21% | 0% | 2%
CCCCOc1ccc(/C(N)=N/O)cc1
→ -11% | 3% | 7%

Bioassay records: PubChem, National Center for Advancing Translational Sciences (NCATS)
